S3 lipid droplet – qHTS Assay for Lipid Storage Modulators in Drosophila S3 Cells; Drosophila S3 cells, BODIPY lipid droplet fluorescence, 18-24 h; cells fed with added oleic acid; Potency in µM for hits, for the others lipid storage change, negative = inhibition, % at the top dose, mostly 46.1 µM; hit rate 0.64% among 320,000; AID 2685; active = well fitted inhibition curve with a large enough effect in the signal ratio, with a control signal flat, not every such curve was filed as active; inconclusive = small, poorly fitted or top-dose-only effect, or effect the other way, or a change in a side signal; the % refers to the signal ratio
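Laser-scanning cytometry quantifies lipid droplet accumulation (500–530 nm total intensity; droplet/cell object ratio) in oleic acid-fed (400 uM added) Drosophila S3 cells treated with a concentration series. 20 uM Triacsin C defined 100% inhibition.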
S3 lipid droplet cell count max – also measured in S3 lipid droplet; calls as there; cell number change, %; measured here: cell count max response;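 cells counted by Cell Tracker Red CMTPX staining in the red channel; peak over a dose series mostly up to 46.1 µM; percent activity relative to internal control wells on each plate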
Active calls of the source: *; i = inactive; ? = inconclusive; . = not tested or not shown; [ ] = another dose, or the depositor's remark. % is set by controls: 0 for no effect and ±100 for the full control effect; potency is the fitted concentration of half-maximal effect. This is a subset. The share of hits here may be higher or lower than overall.

SMILES	S3 lipid droplet	S3 lipid droplet cell count max
CN1CCN(c2ccc(Cl)cc2NC(=O)c2cccc(S(=O)(=O)N(C)C)c2)CC1	i	-14.4
C=CCOc1cc(C)nc(-c2ccccc2O)n1	?	.
Nc1nc(Nc2ccc(Cl)cc2)n[nH]1	2.0%	2.8
CCCC1S/C(=N/N=C/c2cccs2)NC1=O (stereo not given)	?	.
COc1ccc(C2CC(c3ccccc3)=NN2S(=O)(=O)c2ccccc2)c(OC)c1 (stereo not given)	?	.
CCOC(=O)C1=CCN(Cc2ccccc2)CC1	?	.
COc1cc2c(cc1OC)C(C(=O)N(C)Cc1ccccc1)C(c1cccnc1)N(C)C2=O (stereo not given)	0.4%	9.4
O=C(NCCc1ccccc1)c1ccc(-n2cnnn2)cc1	i	4.6
O=C(CN1CC(=O)Oc2ccccc21)OCC(=O)c1ccccc1	?	.
CCC(=O)Nc1cccc(C(=O)OCC(=O)c2ccccc2Cl)c1	15.4%	-11.8
CCOC(=O)c1cnc2c(Cl)c(Cl)ccc2c1NCCN1CCOCC1	?	.
CN(C)C(=O)OCC1COc2ccccc2O1 (stereo not given)	-6.9%	-3.1
CCCCOc1ccc(N(CC(=O)NC2CCCC2)C(=O)CCC(=O)Nc2ccccn2)cc1	-2.0%	5.3
Cc1c(Cl)cccc1NC(=S)N(CCCN1CCOCC1)Cc1cccs1	6.1%	4.0
COc1cc(S(=O)(=O)Nc2cccc(C)c2)ccc1NC(=O)c1cccnc1	?	.
COc1cc(OC)cc(C(=O)NCC(=O)OCc2csc(-c3ccccc3)n2)c1	?	.
O=C(c1ccc(N2C(=O)C3CCCCC3C2=O)cc1)N1CCCCC1 (stereo not given)	-14.9%	-16.7
COc1ccc(Cn2c(=O)[nH]c3cc(C(=O)NCCc4ccc(S(N)(=O)=O)cc4)ccc3c2=O)cc1	?	.
COc1cccc(CN(C(=O)COc2ccc(Cl)cc2)C2CCS(=O)(=O)C2)c1 (stereo not given)	21.8%	-7.6
CS(=O)(=O)N(CC(=O)N1CCN(Cc2ccccc2)CC1)Cc1ccccc1	?	.
O=S(=O)(c1ccc(Br)cc1)N1CCn2c(nc3ccccc32)C1	3.6%	4.5
COc1ccc2c(OC)cc(-c3ccccc3)nc2c1	-7.8%	-22.8
CCN(C(=O)COC(=O)/C=C/c1ccc(C)o1)c1c(N)n(Cc2ccccc2)c(=O)[nH]c1=O	?	.
O=C(COC(=O)C1=NN(c2ccccc2)C(=O)CC1)NCc1ccccc1Cl	?	.
Nc1[nH]n2c(=O)c3c(nc2c1N=Nc1ccccc1)CCCC3	?	.
N#Cc1ccc(Cl)cc1NC(=O)COC(=O)[C@H](CCC(N)=O)NC(=O)c1ccc(F)cc1	4.1%	5.9
Cc1cc(NC(=O)c2cccc(Cl)c2)n[nH]1	?	.
CSCCC(NC(=O)c1ccco1)C(=O)OCC(=O)N1c2ccccc2NC(=O)C1(C)C (stereo not given)	?	.
Oc1c(C(c2cccs2)N2CCN(c3ccc(F)cc3)CC2)sc2ncnn12 (stereo not given)	?	.
COc1ccc(OC)c(NC(=O)COC(=O)/C=C/c2ccccc2Cl)c1	-3.0%	-17.8
CSc1nnc(Cc2cc(=O)[nH]c(=O)[nH]2)n1-c1cccc(C)c1	3.2%	13.8
COc1cccc(Nc2c3c(nc4c(-c5ccccc5)c(C)nn24)CCC3)c1	?	.
Cc1ccccc1Cn1nnc(C(=O)Nc2ccc3c(c2)OCCO3)c1N	i	.
S=c1[nH]nc(-c2cccnc2)n1/N=C/C=C/c1ccccc1	10.6%	2.2
O=C(O)CCCCCN1C(=O)/C(=C\c2ccncc2)SC1=S	3.26µM*	-19.2*
COc1ccc(C(=O)Nc2ccc(N3CCCC3)cc2)cc1	?	.
CC1CCCCC12NC(=O)N(CC(=O)Nc1ccccc1N1CCOCC1)C2=O (stereo not given)	i	-40.5
O=C(COC(=O)C1=COCCO1)Nc1ccc([N+](=O)[O-])cc1C(F)(F)F	4.2%	-22.6
O=C1C2CC=C(Cl)CC2C(=O)N1CNc1ccccn1 (stereo not given)	?	.
NC(=S)NNC(=O)c1ccccc1	-2.4%	-1.2
O=C(COc1ccccc1)Nc1ccc(S(=O)(=O)Nc2ncccn2)cc1	?	.
CCCC(=O)Nc1ccc(-c2csc(N/N=C\c3ccncc3)n2)cc1	-8.7%	-12.9
Cc1ccccc1-n1c(-c2cccnc2)n[nH]c1=S	?	.
CCn1c(CNc2ccc(OC)cc2)nnc1SCC(=O)c1ccc(OC)cc1	i	.
Cc1nn(C)cc1CN(C)C(=O)CC12CC3CC(CC(C3)C1)C2	5.5%	.
O=C(COc1ccccc1Cl)N1CCCC1	9.5%	14.2
N#C/C(=C\c1cccnc1)C(=O)Nc1ccc(SC(F)F)cc1	?	.
O=C(Nc1cccc(Cl)c1)Nc1ccc2c(c1)OCO2	?	.
COc1ccc(S(=O)(=O)CCC(=O)Nc2c(C)cccc2C)cc1	?	.
O=C(COc1ccccc1)Nc1ccc(Cl)cc1Cl	i	1.9

Three compounds from above, sorted by the number in S3 lipid droplet cell count max, descending:
SMILES	S3 lipid droplet	S3 lipid droplet cell count max
O=C(COc1ccccc1Cl)N1CCCC1	9.5%	14.2
O=C(COc1ccccc1)Nc1ccc(Cl)cc1Cl	i	1.9
CCCC(=O)Nc1ccc(-c2csc(N/N=C\c3ccncc3)n2)cc1	-8.7%	-12.9

Returning to the listing; the 4 compounds before the break are reprinted first.
SMILES	S3 lipid droplet	S3 lipid droplet cell count max
N#C/C(=C\c1cccnc1)C(=O)Nc1ccc(SC(F)F)cc1	?	.
O=C(Nc1cccc(Cl)c1)Nc1ccc2c(c1)OCO2	?	.
COc1ccc(S(=O)(=O)CCC(=O)Nc2c(C)cccc2C)cc1	?	.
O=C(COc1ccccc1)Nc1ccc(Cl)cc1Cl	i	1.9
OCC#CCSc1nnc(-c2ccccc2Br)o1	?	.
CC(=O)Nc1nc2c(c3c1c(=O)oc1ccccc13)CCCC2	?	.
CS(=O)(=O)c1ccc(Cl)c(NC(=O)COC(=O)/C=C/c2cnc3ccccc3n2)c1	-6.6%	19.6
CN(C)c1nc(N(C)C)nc(N2CC(=O)N(c3ccccc3)C2=N)n1	?	.
O=C(Nc1cc(C(F)(F)F)ccc1N1CCOCC1)c1ccc(Cl)nc1	?	.
Cc1[nH]c(=O)[nH]c(=O)c1/C=N/NC(=O)[C@H](C)N	12.9%	-8.8
Cc1ccc(C(=O)NCCCNC(=O)c2ccccc2F)cn1	?	.
OCCN1CCN(Cc2cc(Br)cc(Br)c2O)CC1	?	.
Cc1cnc(NC(=O)CN2CCN(c3ccccc3F)CC2)s1	4.3%	0.0
CCOC(=O)N1CCC(NC(=O)CN2C(=O)COc3ccc(C(C)(C)C)cc32)CC1	-2.6%	-11.3

Grouped by structure: the entries above containing a cyano group (two)
SMILES	S3 lipid droplet	S3 lipid droplet cell count max
N#Cc1ccc(Cl)cc1NC(=O)COC(=O)[C@H](CCC(N)=O)NC(=O)c1ccc(F)cc1	4.1%	5.9
N#C/C(=C\c1cccnc1)C(=O)Nc1ccc(SC(F)F)cc1	?	.

Later entries.
SMILES	S3 lipid droplet	S3 lipid droplet cell count max
Cc1ccc(CSCCNS(=O)(=O)c2ccc(C)cc2)cc1	-2.8%	-6.6
O=C(COC(=O)Cc1ccccc1[N+](=O)[O-])NNC(=O)c1ccc([N+](=O)[O-])cc1	?	.
Cc1ccc(C(=O)N/N=C/c2c(O)ccc3ccccc23)cn1	?	.
CCC(C)NS(=O)(=O)c1ccc(-c2csnn2)s1 (stereo not given)	?	.
C[C@H](NC(=O)OC(C)(C)C)C(=O)N/N=C/c1ccc2nccnc2c1	0.0%	16.1
CCCC1CCC(c2ccc(/C(N)=N/O)cc2)CC1 (stereo not given)	i	.
CCOC(=O)C1=C(C)NC(=O)NC1c1c(O)ccc2ccccc12 (stereo not given)	?	.
Cc1ccnc(SC2CC(=O)N(c3ccc(Cl)cc3)C2=O)n1 (stereo not given)	?	.
Cc1cccc(C)c1-n1c(SCC(=O)NCc2ccco2)nc2ccccc2c1=O	-19.8%	-20.0
Cc1nc2ccccc2c(C)c1CC(=O)N(C)CC(=O)Nc1cccc(F)c1	-18.9%[0.0737 µM]	-15.5
COc1ccc(CCNC(=O)CCCCCNc2nc(=S)[nH]c3ccccc23)cc1OC	?	.
COc1ccc(OCC(=O)N2CCN(S(=O)(=O)c3ccc(Cl)cc3)CC2)cc1	i	9.8
CC(C)CC(=O)Nc1nnc(CCc2ccccc2)s1	?	.
O=c1ccc2cc(S(=O)(=O)N3CCN(c4ccccc4)CC3)ccc2[nH]1	?	.
CC1(C)CCc2cc(CN3CCN(c4ccccn4)CC3)ccc2O1	i	6.4
COc1ccc(S(=O)(=O)NCc2cccnc2)cc1NC(=O)c1ccc(Cl)cc1	i[0.0737 µM]	.
C/C(=N/NS(=O)(=O)c1ccc(Cl)cc1)c1ccncc1	?	.
O=C(NCc1cccnc1)c1cccc(NC(=O)c2ccco2)c1	7.6%	-13.4
COc1cc(C(c2c(C)[nH][nH]c2=O)c2c(C)[nH][nH]c2=O)ccc1OS(=O)(=O)c1ccc(C)cc1	?	.
COc1ccc(NC(=O)CN(C)C(=O)C2=NN(c3ccccc3)C(=O)CC2)cc1	?	.
Cn1c(=O)c(C(=O)CN2CCCCC2)c(N)n(Cc2ccccc2)c1=O	1.1%	5.9
Cc1cc(C(=O)OCC(=O)NCc2ccc(Cl)cc2Cl)c(C)o1	?	.
O=C(/C=C/c1cccs1)c1ccc(Br)cc1	0.7%	-4.3
COc1cccc(CNC(=O)CNC(=O)N2CC(=O)Nc3ccccc32)c1	i	6.5
Cc1cccc(C(=O)N/N=C/c2ccc(OCC(=O)N3CCCCC3)cc2)c1	-3.6%	-11.9
O=C1CC(c2ccccc2)CC(O)=C1C=NCCN1CCN(Cc2ccccc2)CC1 (stereo not given)	9.0%	8.5
CC(C(c1cccs1)c1c(N)n(C)c(=O)n(C)c1=O)[N+](=O)[O-] (stereo not given)	?	.
COc1ccc(C(=O)Nc2ccc(N3CCOCC3)cc2)cc1S(=O)(=O)N1CCOCC1	i	-20.9
Cc1cc(C)cc(NC(=O)c2nnn(Cc3cc(C)ccc3C)c2N)c1	?	.
FC(F)(F)c1cccc(NC(=S)N2CCN(c3ccccn3)CC2)c1	12.7%	-5.7
O=C1c2ccccc2C(Nc2ccccc2F)N1c1cccnc1 (stereo not given)	?	.
O=C(CCNS(=O)(=O)c1ccc(OC(F)(F)F)cc1)N1CCCC1	?	.
COC(=O)c1cc(S(=O)(=O)Nc2nn(C)c3cccc(F)c23)oc1C	1.3%	11.4
Cc1cc2cc(CNS(=O)(=O)c3ccccc3)ccc2n1C	?	.
Fc1ccc2cnc(-c3ccccc3)c(-c3cccc(C(F)(F)F)c3)c2c1	?	.
COC(=O)c1c(N2C(=O)CC(Sc3ncccc3C(=O)O)C2=O)sc(C)c1C (stereo not given)	?	.
CCNc1nc(NCC)n2c(SCC(=O)Nc3ccccc3)nnc2n1	-3.3%	9.2
CN(CC(=O)Nc1ccc(N2CCOCC2)cc1)C(=O)c1cc2c(s1)CCCC2	?	.
COc1cc(/C=N/NC(=O)CNc2n[nH]c(=O)[nH]c2=O)ccc1OCc1ccccc1	-0.8%	0.5
COC(=O)CC(=O)CSc1nc(C)cc(C)c1C#N	?	.
OCCNCCNCc1ccc(-c2ccccc2)cc1	1.9%	-2.3
O=C(CCn1cnc2ccccc21)N/N=C/c1ccccc1O	-48.4%	-12.3
CN(C)C(C)(C)/C=C/C(O)(c1ccccc1)c1ccccc1	?	.
Cc1ccc(Cl)c2sc(NC(=O)C3CC3)nc12	19.1%	-0.9
CCOC(=O)CNC(=S)N(Cc1ccccc1)Cc1cccs1	-4.4%	8.7
Cc1ccccc1Cn1c(CN2CCc3ccccc3C2)nc2c1c(=O)n(C)c(=O)n2C	?	.
NC(=O)COc1c(-c2ccc(Br)o2)oc2ccccc2c1=O	?	.
O=C1CCN2C=Nc3cccc4ccc1c2c34	?	.
COc1cc(C(=S)N2CCOCC2)cc(OC)c1OC(=O)c1ccc(F)cc1	9.3%	-8.5
COCCCNC(=O)COc1cc2c(c3oc(=O)c(C)c(C)c13)CCC(C)(C)O2	-1.0%	14.5

(further entries)
SMILES	S3 lipid droplet	S3 lipid droplet cell count max
COc1ccc(N2CCN(C(=O)C3CCCN(S(=O)(=O)c4cccc5cccnc45)C3)CC2)cc1 (stereo not given)	?	.
O=C(NC(=S)NNC(=O)c1ccco1)c1ccc(Br)cc1	?	.
O=c1c2c3c(sc2nc2n1CCCCC2)C(O)CCC3 (stereo not given)	1.7%	1.4
Cc1cc(NC(=O)C2=C(O)c3ccccc3S(=O)(=O)N2C)no1	20.2%	0.8
Cc1ccc(NS(=O)(=O)c2ccc(Cl)c(C(=O)Nc3ccccc3-c3nc4ccccc4[nH]3)c2)cc1C	?	.
O=C1CCCC(=O)C1C(c1ccc(Cl)cc1)C1C(=O)CCCC1=O	-23.8%	-10.2
COc1ccc(S(=O)(=O)N(C)c2ccc(C(=O)NCc3ccncc3)cc2)cc1	?	.
CCOc1ccccc1CNC(=O)C1CCN(C(=O)N2CC(C)Oc3ccc(C)cc32)CC1 (stereo not given)	-18.0%	-8.4
O=c1[nH]c2ccccc2nc1CCc1ccccc1	?	.
COC(=O)C(C)Oc1ccc(-c2nccc(-c3ccc(F)cc3)n2)cc1 (stereo not given)	?	.
COc1cc(C(=O)N/C(=C\c2cn(C)c3ccccc23)C(=O)NCCCO)cc(OC)c1OC	-2.8%	9.0
CCCCCCCNC(=O)C1(CC2CC(c3ccccc3)=NO2)CCN(C(=O)c2ccccc2)CC1 (stereo not given)	i	14.2

Source: PubChem BioAssay (National Center for Advancing Translational Sciences (NCATS))
